# Assay outcomes: PubChem, National Center for Advancing Translational Sciences (NCATS)
# EPAC2 antag: blocks human EPAC2 exchange factor; Q8WZA2; EPAC2 GEF exchange of Rap1B-BODIPY-GDP, fluorescence; Potency, µM (top dose mostly 114 µM), for inactives: at the highest dose activity, negative = inhibition, hits mostly inhibitors; hit rate 0.18% among 360,000; AID 720708; note: % is set by controls: 0 for no effect and ±100 for the full control effect; nearly all actives have a fitted effect of over 45% in size; many of its hits are not listed in these tables
# Target sequence (Q8WZA2 whole entry, looked up): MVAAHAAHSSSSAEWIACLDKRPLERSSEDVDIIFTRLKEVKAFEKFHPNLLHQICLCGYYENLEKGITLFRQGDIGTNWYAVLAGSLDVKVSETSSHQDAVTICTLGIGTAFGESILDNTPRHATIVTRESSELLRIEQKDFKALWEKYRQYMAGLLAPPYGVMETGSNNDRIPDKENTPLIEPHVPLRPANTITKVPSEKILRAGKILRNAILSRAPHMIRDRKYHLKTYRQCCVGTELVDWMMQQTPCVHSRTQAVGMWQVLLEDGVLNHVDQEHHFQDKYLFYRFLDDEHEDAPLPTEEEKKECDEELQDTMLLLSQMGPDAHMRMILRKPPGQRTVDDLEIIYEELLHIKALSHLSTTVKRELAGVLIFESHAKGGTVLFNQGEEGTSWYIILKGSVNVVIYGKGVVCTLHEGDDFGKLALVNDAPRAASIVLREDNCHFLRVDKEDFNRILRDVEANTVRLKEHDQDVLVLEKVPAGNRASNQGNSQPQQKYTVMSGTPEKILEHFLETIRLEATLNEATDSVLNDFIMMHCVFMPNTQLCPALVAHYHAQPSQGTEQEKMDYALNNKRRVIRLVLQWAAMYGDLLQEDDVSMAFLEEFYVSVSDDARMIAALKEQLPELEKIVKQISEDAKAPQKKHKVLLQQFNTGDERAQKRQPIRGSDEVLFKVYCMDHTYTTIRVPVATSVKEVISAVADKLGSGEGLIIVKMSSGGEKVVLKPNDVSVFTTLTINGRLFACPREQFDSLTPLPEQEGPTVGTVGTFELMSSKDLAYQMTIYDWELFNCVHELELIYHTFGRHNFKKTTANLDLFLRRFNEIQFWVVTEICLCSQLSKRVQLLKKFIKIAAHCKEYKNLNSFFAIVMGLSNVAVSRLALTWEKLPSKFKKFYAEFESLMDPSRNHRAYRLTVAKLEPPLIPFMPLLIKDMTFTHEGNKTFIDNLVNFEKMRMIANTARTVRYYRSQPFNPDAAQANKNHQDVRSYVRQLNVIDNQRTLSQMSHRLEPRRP
# Nrf2 ARE act: activators of Nrf2 (ARE) signaling; Potency, µM (series often up to 46.1 µM), without a hit: at the highest dose activation, usual class: activators; hit rate 0.31% among 410,000; AREc32 ARE-luciferase reporter (MCF7-derived line), luminescence, 24 h; note: % of control where 0% means no effect; nearly all actives have a fitted effect of over 65% in size
#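 AREc32 cells carrying an ARE-driven firefly luciferase reporter were seeded at 1000 cells/well in OPTI-MEM with 5% FBS, then exposed to compound for 24 hr at 37 deg C. Luminescence was read with Steady-Glo after 30 min at RT.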
# HepG2 viability: HepG2 cytotoxicity, counter-screen for TGF-b inhibitors; HepG2 CAGA-GFP viability, ATP luminescence, 18 h; Potency, µM (highest dose often 46.1 µM), for inactives: at the highest dose activity change, negative = cytotoxicity, actives largely listed as cytotoxic; hit rate 0.76% among 410,000; note: some results filed as inactive show a strong effect at the top dose
#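 CellTiter-Glo luminescence gave cytotoxicity after 18 hours at 37 degrees C. The cells were HepG2 CAGA-GFP in 1% FBS DMEM, stimulated with 500 pg/mL TGF-beta after compound addition. %Activity was normalised to no-cell wells (complete cell-killing) and DMSO (no toxicity), and curves were fitted and classified.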
# TGFb inhibitor: TGF-b pathway inhibition | HepG2 CAGA-GFP TGF-b/SMAD3 reporter, GFP fluorescence, 18 h; TGF-beta stimulated, 500 pg/mL final | Potency, µM (highest dose often 46.1 µM), inactives show top-dose activity, negative = inhibition, hits mostly inhibitors | hit rate 1.2% among 410,000; note: % is set by controls: 0 for no effect and ±100 for the full control effect; nearly all actives have a fitted effect of over 65% in size
#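 Inhibition of TGF-beta-driven CAGA-GFP reporter expression in HEPG2 cells is measured by cellular GFP fluorescence after 18 h stimulation with 500 pg/mL recombinant TGF-beta in 1% FBS medium at 37 degrees C.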
# ATXN2 expr inh: inhibitors of ATXN2 expression | HEK-293 ATXN2-luciferase reporter, luminescence, 24 h | Potency, µM (series often up to 57 µM), without a hit: at the highest dose activity change, negative = inhibition, usual class: inhibitors | hit rate 0.72% among 360,000; note: % is set by controls: 0 for no effect and ±100 for the full control effect; nearly all actives have a fitted effect of over 55% in size
#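 qHTS (up to 57 uM final) was run with 24 h compound exposure of reporter cells at 37 °C. Each well was multiplexed: SteadyGlo luminescence measured ATXN2-luciferase expression after a fluorogenic Gly-Phe-AFC viability readout (25 uM final).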
# Nrf2 block: inhibitors of Nrf2 signaling. A549 ARE-Fluc reporter, luciferase luminescence, 18-24 h. Potency, µM (titrated, usually from 46 µM), without a hit: at the top dose activity change, negative = inhibition, most hits filed as inhibitors. hit rate 2.1% among 360,000; note: % is set by controls: 0 for no effect and ±100 for the full control effect; nearly all actives have a fitted effect of over 60% in size
#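 Two sequential reads on A549 ARE_Fluc cells exposed to compound for 18-24 h: a CellTiter-Fluor fluorescence read for viability, then a luciferase luminescence read for Nrf2/ARE activity.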
# A549 tox: A549 cytotoxicity, counter-screen for Nrf2 inhibitors. A549 ARE-Fluc cells, CellTiter-Fluor viability, 18-24 h. Potency, µM (series often up to 46 µM), for the others: at the highest dose activity change, negative = cytotoxicity, most hits filed as inhibitors. hit rate 0.16% among 390,000. AID 504648; note: % is set by controls: 0 for no effect and ±100 for the full control effect
#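 A549 ARE-Fluc cells in 5% FBS OPTI-MEM, 5000 cells/well, rested 2 h then exposed to compounds in concentration-response for 18-24 h at 37 °C. Viability by CellTiter-Fluor fluorescence (Ex 405/Em 525) after 30 min; luciferase luminescence (BugLite, 15 min, RT) read afterwards.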
# ATXN viability: viability counter-screen for ATXN expression inhibitors; S2 cells (HEK-293 line with an ATXN2-luciferase reporter) viability, CellTiter-Fluor protease fluorescence, 24 h; Potency, µM (series often up to 56.7 µM), actives largely listed as cytotoxic; hit rate 0.49% among 400,000; note: nearly all actives have a fitted effect of over 40% in size
# MCF10A rerep: induces DNA re-replication in MCF 10a normal breast cells. MCF 10A DNA re-replication, Hoechst nuclear intensity, 48 h. hit rate 2.9% among 350,000. Potency, µM (top dose mostly 46.1 µM), inactives show top-dose activity, positive = re-replication, usual class: activators. AID 624296; note: % of control where 0% means no effect; nearly all actives have a fitted effect of over 50% in size
# Numbers without * were called inactive; i = inactive; u = inconclusive; x = not tested or not shown; & = joins results of further samples; [ ] = another dose, or the depositor's remark. Calls come from the whole dose curve; as a rule, active = well fitted curve in the direction sought with a large enough effect; inconclusive = small, poorly fitted or top-dose-only effect, or another doubt; inactive = no such curve, though single readings can be large; an effect the other way counts as inactive or inconclusive. Potency is the fitted concentration of half-maximal effect. The list is partial; the hit share may differ from the screen's.
SMILES,EPAC2 antag,Nrf2 ARE act,HepG2 viability,TGFb inhibitor,ATXN2 expr inh,Nrf2 block,A549 tox,ATXN viability,MCF10A rerep
CC(NC(=O)COC(=O)c1ccc2ccccc2n1)C1CC2CCC1C2 (stereo not drawn),-5.1%,-0.8%,4.8%,0.4%,-16.3%,7.8%,0.5%,i,u
O=C(Oc1cccc(-c2cnc3ccccc3n2)c1)c1ccco1,7.6%,u,2.1%,u,63.4%[activator],x,-0.1%,i,-0.8%
COC(=O)c1ccc(OCC2c3cc(OC)c(OC)cc3CCN2C(=O)c2ccc(OC)cc2)cc1 (stereo not drawn),x,7.9%,-15.2%,-3.7%,-25.2%,x,-14.9%,i,x
O=S(=O)(c1cccc(C(F)(F)F)c1)N(CCCN1CCOCC1)Cc1cccs1,2.3%&-10.2%,-0.6%&0.2%,-21.4%&-20.9%,-1.9%&-20.3%,-7.7%&-8.0%,-0.5%&-0.5%,9.4%&0.8%,i,u
COc1ccc(Cl)cc1C(=O)Nc1ccc(-c2nnc3n2CCCCC3)cc1,x,-0.4%,-5.5%,u,-28.8%,23.1µM*,-13.5%,i,x
CCOC(=O)c1c(-c2cccc([N+](=O)[O-])c2)csc1NC(=O)C1CCCCC1,-5.4%,-0.2%,-36.2%,9.0%,-6.5%,u,7.9%,i,u
COc1ccc(C(=O)NC(C(=O)N2CCN(c3ccccc3O)CC2)C(C)C)cc1 (stereo not drawn),3.4%,0.3%,-3.7%,u,-5.4%,0.9%,-7.8%,i,5.8%
COc1ccccc1-c1nc2ccccc2nc1-c1ccccc1,u,-0.3%,-19.9%,-4.1%,-6.3%,-11.1%,1.3%,i,u
CCOC(=O)C1=CN(CC)S(=O)(=O)NC1c1ccc(F)c(Cl)c1 (stereo not drawn),-18.1%,-0.2%,-12.5%,-5.3%,0.7%,-10.0%,5.1%,i,1.6%
CC(C)N1CCC(N2CCN(Cc3cc4c(cc3Cl)OCO4)CC2CCO)CC1 (stereo not drawn),9.9%,0.2%,-11.6%,2.4%,-24.4%,2.2%,-1.0%,i,2.0%
O=C(COc1ccc(Cl)cc1Cl)Nc1ccccc1NS(=O)(=O)c1cccs1,-6.6%,2.1%,-2.4%,-5.5%,63.3%[activator],u,1.8%,i,15.5%
COc1ccc(NC(=O)C2CCCN(c3cnccn3)C2)cc1 (stereo not drawn),1.2%,0.2%,5.8%,-1.3%,x,-4.2%,-1.0%,i,3.0%
Cn1c(=O)c2c(nc(N3CCN(c4ccccc4)CC3)n2CCCc2ccccc2)n(C)c1=O,-1.3%,-0.4%,-2.4%,u,-8.7%,-6.2%,-15.7%,i,13.5%
CC(=O)N1CCN(c2ccc(NC(=O)c3ccc([N+](=O)[O-])o3)cc2Cl)CC1,12.4%,u,x,6.31µM*,-36.3%,u,u,u,3.26µM*
OC(Cc1ccncc1)(c1ccccc1)c1ccccc1,-7.0%,-0.5%,-2.7%,-1.3%,-6.6%,-6.8%,1.6%,i,28.9%
Cc1nc2ccccc2n1CC(=O)N/N=C/c1cccnc1,-3.1%,-0.4%,1.6%,6.0%,0.6%,19.3%,0.1%,i,-6.9%
C=C(C)Cn1c(C)cc(C)c(S(=O)(=O)c2ccc(C)cc2)c1=O,35.5µM*,0.3%,-2.6%,14.8%,-24.4%,u,0.8%,i,-4.1%
CCC(CC)NC(=O)c1cccc(NC(=O)C(C)C)c1,8.6%,-0.4%,2.1%,10.3%,7.4%,-4.5%,0.1%,i,3.6%
COc1cc(CNC(C)C)c(Br)cc1OC1CCCC1,5.5%,0.3%,-29.1%,-5.0%,-17.8%[11.3 µM],5.9%,-7.6%,i,18.0%
C[C@H](CO)N1C[C@H](C)[C@@H](CN(C)C(=O)NC2CCCCC2)Oc2c(NC(=O)CCC(F)(F)F)cccc2C1=O,2.6%,0.1%,4.9%,-1.2%,-3.9%,-4.1%,6.2%,i,2.3%
Cc1ccc(NC(=O)/C=C/c2ccc([N+](=O)[O-])s2)c(C)c1,13.1%,0.5%,7.94µM*,5.01µM*,8.91µM*,u,u,u,1.64µM*
CCC(C)c1ccc(NC(=O)COC(=O)CCNC(=O)c2ccco2)cc1 (stereo not drawn),-8.8%,0.1%,0.7%,2.4%,x,20.4%,0.2%,i,-9.6%
OC(Cn1cncn1)(Cn1cncn1)c1ccc(F)cc1F,2.0%,0.4%,-3.2%,0.7%,-5.0%&-3.3%&10.2%,8.3%,1.0%,i,-7.0%&-1.8%
CC(NC(=O)C1CCCC1)c1ccc2c(c1)OCCO2 (stereo not drawn),1.9%,0.2%,-0.8%,9.7%,4.5%,-15.1%,-2.5%,u,0.1%
CCOc1ccc(S(=O)(=O)N2CCN(C(=S)NCc3ccccc3)CC2)cc1,-2.5%,0.7%,-2.1%,u,x,25.9µM*,3.5%,i,u
Cc1ccc(NC(=O)NNC(=O)COc2ccc(Cl)cc2)cc1,5.6%,0.3%,10.7%,12.8%,x,-5.9%,-6.5%,i,-3.6%
COc1ccc(OC)c(CN2CCN(C(=O)c3ccc(NS(=O)(=O)c4cccc([N+](=O)[O-])c4)cc3)CC2)c1,-1.8%,0.2%,-20.6%,-6.1%,2.3%,u,0.6%,i,18.8%
O=C(O)Cn1cc(C(=S)N2CCCCC2)c2ccccc21,1.2%,0.1%,3.0%,-11.3%,1.4%,9.0%,-4.7%,i,0.581µM*
CC(C)(C)OC(=O)NNC(=O)c1ccc(Cl)cc1,6.1%,0.6%,0.9%,-8.0%,17.1%,x,-2.3%,i,-4.9%
O=C(CCc1ccc(S(=O)(=O)N2CCOCC2)cc1)NN=C1CCCCCCC1,5.9%,0.3%,-6.2%,1.7%,3.6%,3.7%,-4.2%,i,-5.8%
CCC(CC)C1C(C#N)=C(N)SC(N)=C1C#N,4.4%,0.6%,1.6%,-25.6%,40.1%[activator],15.2%,-1.4%,i,14.1%
COc1ccc(Cn2nc3n(c2=O)-c2ccccc2OC3)cc1,x,0.9%,-4.3%,2.8%,20.1%,-1.1%,0.7%,i,x
O=C1C(=O)N(CCOCCO)C(c2ccccn2)/C1=C(\O)c1ccccc1 (stereo not drawn),-5.0%,-0.2%,-12.7%,-9.6%,-9.1%,-7.0%,-15.0%,i,-0.3%
COc1ccc(OCC(=O)OCCN(C)C)cc1,0.1%,0.0%,-1.5%,-0.5%,4.6%,x,3.8%,i,-18.5%
Cc1ccc(CSCCNC(=O)CN(c2ccc(F)cc2)S(C)(=O)=O)cc1,-16.8%,-0.3%,-3.0%,4.2%,0.7%,2.0%,-1.0%,i,-2.1%
COc1ccc(S(=O)(=O)Nc2c(C)nc3nc(C)[nH]n3c2=O)cc1,12.9%,-0.6%&-0.2%,-11.8%&13.7%,2.9%&27.4%,3.9%&-3.0%,-6.9%&-4.2%,-1.2%&6.6%,u,-12.7%
CC(C)(CNC(=O)c1cc(=O)[nH]c2ccccc12)N1CCOCC1,10.3%,-0.3%,-5.6%,10.9%,13.3%,3.3%,-2.2%,i,-1.0%
Cn1nnc2cc(C(=O)NCc3ccc4c(c3)OCO4)ccc21,7.0%,-0.6%,-4.5%,0.0%,2.1%,5.1%,1.5%,u,2.3%
COc1cccc(-n2c(SCc3cccc(C)c3)nc3c([nH]c4ccccc43)c2=O)c1,x,4.4%,-54.6%,u,10.2%,x,-15.1%,i,x
CCN1CCCC1CNC(=O)c1cc2cc(F)ccc2[nH]1 (stereo not drawn),0.5%,3.2%,-9.3%,2.5%,-12.3%,4.2%,-5.2%,i,u
CCOC(=O)c1c(NC(=O)Cn2c(=O)oc3ccccc32)oc(C)c1C(C)=O,-1.1%,5.4%,3.6%,8.9%,-9.0%,x,-2.2%,i,-1.1%
O=S(=O)(c1ccc(F)c2ccccc12)N1CCCCC1,u,-0.5%,-16.5%,3.4%,4.5%,-11.4%,-0.6%,i,-1.8%
N#CCC1(O)C(=O)N(Cc2ccccc2)c2ccccc21 (stereo not drawn),3.6%,-0.7%,x,x,3.3%,x,x,i,x
COc1ccccc1C(=O)OC(C)CN1CCN(C)CC1 (stereo not drawn),1.8%,-0.5%,-0.3%,6.0%,x,u,-1.0%,i,12.0%
COc1cccc(NCc2cccn2-c2nnc(N3CCC(C)CC3)s2)c1,x,3.2%,-7.6%,u,3.7%,u,-5.6%,i,x

# Looked up by compound from the list above, three records:
SMILES,EPAC2 antag,Nrf2 ARE act,HepG2 viability,TGFb inhibitor,ATXN2 expr inh,Nrf2 block,A549 tox,ATXN viability,MCF10A rerep
COc1ccccc1-c1nc2ccccc2nc1-c1ccccc1,u,-0.3%,-19.9%,-4.1%,-6.3%,-11.1%,1.3%,i,u
OC(Cc1ccncc1)(c1ccccc1)c1ccccc1,-7.0%,-0.5%,-2.7%,-1.3%,-6.6%,-6.8%,1.6%,i,28.9%
CCC(CC)NC(=O)c1cccc(NC(=O)C(C)C)c1,8.6%,-0.4%,2.1%,10.3%,7.4%,-4.5%,0.1%,i,3.6%

# Remaining list, next part:
SMILES,EPAC2 antag,Nrf2 ARE act,HepG2 viability,TGFb inhibitor,ATXN2 expr inh,Nrf2 block,A549 tox,ATXN viability,MCF10A rerep
Cc1ccc(C)c(S(=O)(=O)NC(C)C(=O)NCc2ccccn2)c1 (stereo not drawn),-1.1%,-1.4%,-2.8%,-7.7%,-7.5%,-1.2%,0.5%,i,-0.7%
COc1cc(NC(=O)C2Cc3ccccc3N2C(=O)c2ccccc2)cc(OC)c1 (stereo not drawn),x,3.4%,-4.7%,-3.7%,11.3%,x,-0.7%,i,x
CC(C)OCCCNC(=O)CN1C(=O)CSc2ccc(S(=O)(=O)N3CCOCC3)cc21,-0.1%,-0.1%&-0.9%,-8.7%&-0.2%,-13.1%&10.6%,x,x,10.5%,i,x
O=C(CNC(=O)c1ccc(Cl)cc1Cl)OCC(=O)c1ccc2c(c1)OCCO2,-5.1%,-0.6%,-4.4%,-1.3%,-9.0%,11.4%,-2.8%,i,0.3%
Nc1ccc(CSc2ccccc2)cc1,-17.1%,2.0%,0.8%,10.4%,33.4%,u,0.2%,i,11.9%
